Source: PubChem (several laboratories)
SDO1 yeast rescue: growth rescue of sdo1-depleted yeast, primary screen, S. cerevisiae, bone marrow failure model; S. cerevisiae sdo1-depleted JHY4D growth rescue, OD600 30 h; stronger effect = higher value; pdr5 snq2 efflux-pump mutant strain; z-score at 10 µM; 140,000 tested, 0.21% active;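 active = z-score above 3 at both the 24 hr and the 30 hr optical density reads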;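 note: z-score against mean and SD of all compound wells on the same plate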
Insulin prom inh: inhibitors of insulin promoter-driven GFP, primary screen, imaging, TRM-6 cells (human fetal islet line), eGFP reporter, cell count; AID 1273, 2008; inhibition, % at 2 µM; 130,000 tested, 0.9% active; reporter expression induced with tamoxifen;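 active = inhibition above the mean plus 3 SD, with well images judged a real hit on visual review, cut at about 60% in these data, passing the limit was not always enough; inconclusive = inhibition over the cutoff but images rejected on review; inactive = inhibition not above the cutoff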
SDO1 yeast rescue Rescue 24 h: further read-out of SDO1 yeast rescue, marked with its call; z-score; S. cerevisiae sdo1-depleted JHY4D growth rescue, OD600; measured here: growth rescue at 24 h;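 0 is the plate mean of compound wells and units are plate SD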
* = called active by the depositor; ? = inconclusive; . = no result given; & = joins results of further samples; [ ] = dose if it differs, or a comment.

No.	SMILES	SDO1 yeast rescue	SDO1 yeast rescue Rescue 24 h	Insulin prom inh
1	Cc1cc(=O)oc2cc(OC(C)C(=O)N3CCCc4ccccc43)ccc12 (stereo not given)	-1.05	-0.88	53.9
2	CC(C(=O)NC(=O)NC1CCCCC1)N1CCN(c2ccccn2)CC1 (stereo not given)	0	-0.2	-13.5
3	Cc1ccc2nc(-c3ccccn3)cc(C(=O)N3CCN(c4ncccn4)CC3)c2c1	0.8	1.01	-6.7
4	O=C(COC(=O)/C=C/C(=O)N1CCN(c2ccccc2)CC1)NCc1ccc(F)cc1	.	.	-75.6
5	CCC(C)Sc1nnc(CNC(=O)C23CC4CC(CC(C4)C2)C3)n1C1CCCCC1 (stereo not given)	-0.91	-0.46	.
6	O=C(C1CCCCC1)N1CCC(CO)(Cc2ccccc2Cl)CC1	.	.	-56.5
7	O=C(NCCc1cccc(Cl)c1)c1cccc([N+](=O)[O-])c1	0.13	-0.51	0.0
8	Cc1cc(C(=O)CSc2cccc[n+]2[O-])c(C)n1-c1ccccc1	.	.	31.6
9	CCCCN(CC)Cc1ccc(CNC(=O)Nc2ccc(F)cc2)o1	0.33	-0.04	-74.2
10	CC(=O)c1ccc(NC(=O)c2cc(Cl)sc2Cl)cc1	0.35	0.38	.
11	Cc1c(Cl)cccc1-n1nnnc1-c1cccs1	-1.21	-0.72	3.1
12	CCCSc1nc(C)c(-c2csc(C(C#N)=C3CCCC3)n2)cc1C#N	-0.54	-1.03	.
13	CC(=O)/C(N=Nc1ccc2c(c1)OCCO2)=C(\C)O	.	.	9.1
14	CCCSCC(=O)Nc1ncc2c(n1)-c1ccccc1CC2	.	.	7.1
15	COc1cc(OC)cc(-c2nc(-c3ccc(Br)cc3)no2)c1	-2.41	-1.46	.
16	CNC(=S)N(CCc1c(C)[nH]c2ccc(C)cc12)Cc1ccc(OC)c(OC)c1	-0.24	-0.19	33.3
17	O=C(O)c1ccccc1C(=O)NNc1ccc(F)cc1	-0.15	0.45	-28.1
18	Cc1ccc(NC(=O)c2oc3ccccc3c2NC(=O)c2ccc3c(c2)OCO3)cc1	-1.26	-0.51	12.5
19	O=C(CSCCc1ccccn1)Nc1ccc(Br)cn1	0.87	0.25	-22.2
20	CC(C)CC(=O)N1CCN(C(=O)c2cccc(F)c2)CC1	-0.04	-0.9	-35.7
21	CC(=O)Nc1cc(S(=O)(=O)Nc2ccccc2)c(C)cc1C	-0.36	-0.8	-3.6
22	CCCn1c(N)c(N2CCCCC2)c(=O)n(CC(=O)Nc2ccccc2C)c1=O	1.14	0.57	37.5
23	O=C(COC(=O)COc1ccccc1)Nc1ccc(OC(F)(F)F)cc1	0.38	-0.17	-18.9
24	CC(=O)N(NC(=O)c1ccccc1Cl)C1CC(=O)N(c2ccc(C)cc2)C1=O (stereo not given)	-1.28&-0.31	-1.93&-1.52	.
25	CC(C)CCNC(=S)Nc1ccccn1	-0.15	0.48	38.9
26	C=CCNC(=O)C1CCN(c2ccc(S(=O)(=O)N3CCOCC3)cc2Cl)CC1	.	.	7.1
27	COC(=O)c1ccc2c(=O)n(CC3CCCO3)c(SCC(=O)NCCc3ccc(S(N)(=O)=O)cc3)nc2c1 (stereo not given)	.	.	-7.1
28	Nc1nc2c(ncn2COCCO)c(=O)[nH]1	-0.39	0.04	18.2
29	Cc1noc(NS(=O)(=O)c2ccc(N/C=C\C(=O)c3ccc(Br)cc3)cc2)c1C	.	.	7.1
30	COc1ccc(CCNC(=O)C2CC(=O)N(C3CCCCCCC3)C2)cc1OC (stereo not given)	0.26	-0.14	-22.9

Going on with the list.
No.	SMILES	SDO1 yeast rescue	SDO1 yeast rescue Rescue 24 h	Insulin prom inh
31	CCN(C(=O)CSc1nnc(-c2ccncc2)n1-c1ccccc1)C1CCS(=O)(=O)C1 (stereo not given)	.	.	-33.3
32	CSCCC(=O)Nc1cc(S(=O)(=O)N2CCOCC2)ccc1N1CCN(C)CC1	.	.	45.5
33	C/C(=N\NC(=O)Nc1ccccc1)c1ccccc1	1.02	1.28	.
34	COc1ccc(C2C(C#N)=C(N)N3C(=C2C#N)Sc2ccccc23)cc1 (stereo not given)	0.8	1.45	.
35	Cc1ccc(CN2C(=O)CCC2C(=O)NC2CCCC2)cc1 (stereo not given)	1.65	0.09	68.8
36	Cc1ccccc1C(C(=O)NC1CCCC1)N(C(=O)Cc1cccs1)c1ccc2c(c1)OCCO2 (stereo not given)	0.33	0.21	.
37	CCCCS(=O)(=O)C1CCS(=O)(=O)C1 (stereo not given)	1.11	1.1	72.2
38	COCCN1CCn2c(nc3cc(NC(=O)c4ccc(OC)cc4)ccc32)C1	-0.24	-0.26	.
39	O=S(=O)(/C=C/c1ccccc1)Oc1ccccc1	-1.08	-1.47	-19.4
40	COc1ccc(NC(=O)c2sc(=S)[nH]c2N)cc1	0.55	-0.21	0.0
41	COC(=O)C(NC(=O)c1ccccc1)=C1CCCCC1	0.77	0.95	-10.0
42	CCOC(=O)C1=C(CS(=O)(=O)c2ccc(F)c(C)c2)NC(=O)NC1c1ccc(O)c(O)c1 (stereo not given)	0.96	0.65	30.0
43	COc1ccc(OC)c(NC(=O)CN2C(=O)c3ccccc3S2(=O)=O)c1	-0.1	-0.89	-26.3
44	COc1ccc(CCNC(=O)c2cc(-c3cc(Cl)cc(Cl)c3)oc2C)cc1	0.12	0.96	-33.3
45	CCOC(=O)c1c(-c2ccc(C)o2)csc1NC(=O)CN1CCOCC1	-0.64	-0.54	-40.0
46	CC(CCc1ccccc1)NC(=O)N1CCOCC1 (stereo not given)	1.2	1.24	18.9
47	COCCNC(=O)c1csc2c1CCCC2	0.76	0.8	.
48	C/C(=C\C(=O)O)C12CC3CC(CC(C3)C1)C2	-0.51	-0.61	-38.7
49	COc1ccc(-n2c(Cc3cccn3C)nnc2SCC(=O)NCCc2ccccc2)cc1	-0.09	0.3	.
50	COc1ccccc1NC(=O)c1c(C)cc(=O)oc1C	1.02	0.7	.
51	C=CCn1c(SCC(=O)Nc2sccc2C(N)=O)nc2sc(CC)cc2c1=O	0.24	1.08	-15.4
52	O=C(CN(c1cccc(Cl)c1)S(=O)(=O)c1ccccc1)NN=C1CCCC1	.	.	5.9
53	CC(C)NC(=O)C(=O)N/N=C/c1ccco1	1.46	0.99	0.0
54	CCCCN(CCNP(=O)(OCC)OCC)CP(=O)(OCC)OCC	1.04	-0.11	-9.3
55	Cc1ccc(C(=O)O)cc1-c1ccc(/C=C2/NC(=O)N(c3ccccc3)C2=O)o1	0.83	0.27	-1.4
56	COc1ccc(C(=O)NCCn2cc(SCC(=O)NCc3ccco3)c3ccccc32)cc1	0.84	0.68	-14.3
57	Cn1c2ccccc2c2cc(C(=O)NNC(=O)CCl)sc21	.	.	-20.0
58	CCOc1ccccc1NC(=O)COc1cccc(-n2cnnn2)c1	-1.08[9.9 µM]	-1.17	44.4
59	CC(=O)N(CN1C(=O)c2ccc([N+](=O)[O-])cc2C1=O)c1cccc(C(=O)O)c1	.	.	-36.4
60	O=C(NCCc1ccccc1)C1CCN(S(=O)(=O)c2ccccc2)CC1	0.34	0.95	30.0

Random excerpt: 4 entries already listed, in no set order.
No.	SMILES	SDO1 yeast rescue	SDO1 yeast rescue Rescue 24 h	Insulin prom inh
29	Cc1noc(NS(=O)(=O)c2ccc(N/C=C\C(=O)c3ccc(Br)cc3)cc2)c1C	.	.	7.1
54	CCCCN(CCNP(=O)(OCC)OCC)CP(=O)(OCC)OCC	1.04	-0.11	-9.3
17	O=C(O)c1ccccc1C(=O)NNc1ccc(F)cc1	-0.15	0.45	-28.1
22	CCCn1c(N)c(N2CCCCC2)c(=O)n(CC(=O)Nc2ccccc2C)c1=O	1.14	0.57	37.5

(continued)
No.	SMILES	SDO1 yeast rescue	SDO1 yeast rescue Rescue 24 h	Insulin prom inh
61	COCCCn1c(=O)c2ccccc2c2ccccc2c1=O	-0.5	-0.28	57.1
62	CCOC(=O)C1CCCN(Cc2cc(OC)c(O)c(OC)c2)C1 (stereo not given)	0.33	-0.61	.
63	Cc1ccc(NC(=O)NCc2ccncc2)cc1Cl	.	.	-42.1
64	Clc1ccc(Cc2nc(-c3cccnc3)no2)cc1	0.54	0.89	-40.0
65	CCc1nnc(NC(=O)CSc2nc3cc(OC)c(OC)cc3cc2C)s1	.	.	-14.3
66	CN(Cc1ccccc1)C(=O)N[C@@H](Cc1ccccc1)C(=O)O	0.16	-0.07	15.8
67	COc1ccc(C2=Nc3nc(-c4ccccc4)cn3C(c3ccc(OC)cc3)C2)cc1 (stereo not given)	-0.14	0.11	10.7
68	O=C(Nc1ccncc1)C1CC1c1ccccc1 (stereo not given)	1.02	1.2	14.3
69	CCOC(=O)c1[nH]c(C)c(C(=O)Nc2ccccc2C)c1C	0.6	0.28	-371.4
70	Cc1cccc(C)c1NC(=O)C(=O)NCCOc1ccc(Cl)cc1	-0.43	-0.03	19.4
71	COC(=O)c1ccc(C2C(C(C)=O)=C(O)C(=O)N2CCO)cc1 (stereo not given)	1.45	1.36	.
72	CCN(CC)C(=O)CC(c1ccc(F)cc1)c1ccco1 (stereo not given)	1.26	1.37	34.9
73	O=C(c1ccc(F)cc1)N1CCCCC(Sc2nnc3ccccn23)C1=O (stereo not given)	0.8	1.12	?
74	CCn1c(SCc2nc3ccccc3c(=O)[nH]2)nc2ccccc2c1=O	0.01	0.67	-69.4
75	COc1ccc(CC(=O)N2CCNC2=O)cc1	-0.37	-0.23	50.0
76	Cc1cc(SCC#N)n2nc(C)c(-c3ccccc3)c2n1	-0.08	-0.66	13.3
77	O=S1(=O)C=C(SCCN2CCCCC2)c2ccccc21	-0.64	-0.97	-5.0
78	Cc1occc1C(=O)N1N=C(C2CC2)CC1(O)C(F)(F)F (stereo not given)	0.42	0.13	25.7
79	COc1ccc(C2NCCC3(O)CCCCC23)c(OC)c1OC (stereo not given)	1.43	2.5	11.5
80	CCOc1cc2[nH]c(=S)n(CCN3CCCCC3CC)c(=O)c2cc1OCC (stereo not given)	-0.01	-0.7	0.0
81	CSc1nc(C)c(C(=O)Nc2ccccc2)c(C)c1C#N	-0.26	-0.76	22.6
82	O=C(Nc1ccc(N2CCN(C(=O)c3ccccc3)CC2)c(Cl)c1)c1cccnc1	-1.07	-1.57	29.6
83	OC(COc1ccc(OCc2ccccc2)cc1)CN1CCOCC1 (stereo not given)	0.35	-1.3	-90.3
84	CC(=O)N1CCN(Cc2nc3cc(NC(=O)c4ccc(Cl)cc4)ccc3n2C)CC1	-0.34	-1.6	25.0
85	Nc1c(C(=O)NCc2ccco2)nnn1CC(=O)Nc1ccccc1	0.14	-0.07	16.1
86	O=C(NC1CCN(C(=S)NCc2ccco2)CC1)c1ccc(F)cc1	1.04	0.86	-7.1
87	O=C(NC1CCCC1)C(c1ccccc1)N(C(=O)c1ccco1)C1CCCC1 (stereo not given)	-1.64	-1.15	20.0
88	c1ccc(N2CCN(Cc3cn4cccnc4n3)CC2)cc1	-0.49	-1.13	.
89	CCOC(=O)c1ccc(NC(=O)COC(=O)c2cccc(Oc3ccccc3)c2)cc1	0.15	0.15	26.7
90	CCOC(=O)c1ccc(NC(=O)CSC(=S)N2CCOCC2)cc1	.	.	-62.5

Following part
No.	SMILES	SDO1 yeast rescue	SDO1 yeast rescue Rescue 24 h	Insulin prom inh
91	CSCCC(NS(=O)(=O)c1ccc(Cl)cc1)C(=O)OCC(=O)c1ccc(F)cc1 (stereo not given)	-0.7	-0.56	30.2
92	CCOC(=O)COc1ccccc1/C=C1/NC(=O)NC1=O	-0.42	-1.51	20.0
93	CCc1c(OC(C)=O)c2ccccc2n(C)c1=O	1.09	1.29	26.3
94	NC1=NC(c2cn[nH]c2-c2ccc(F)cc2)n2c(nc3ccccc32)N1 (stereo not given)	.	.	-109.1
95	CCCCn1c(-c2ccco2)n[nH]c1=S	-0.25	-0.47	-20.5
96	O=C1CC(C(=O)NCc2ccccc2)N=C(N2CCCCC2)N1 (stereo not given)	-0.57	-0.58	36.4
97	CCc1nc(-c2ccc(C)nc2OC)no1	0.9	0.52	-7.1
98	Cc1c(C)n(Cc2ccccc2)c2ncnc(N)c12	-0.03	0.26	-38.5
99	CCC(C)(C)NC(=O)C(c1ccccc1)N(Cc1cccs1)C(=O)Cn1nnc2ccccc21 (stereo not given)	.	.	4.8
100	CC(=O)Nc1ccc(SCC(=O)c2cc(C)n(-c3ccccc3)c2C)cc1	-0.28	0.5	.
101	CC1(C)CC(=O)C(C=NCCN2CCN(C(=O)c3ccccc3)CC2)=C(O)C1	0.48	0.33	54.5
102	CCc1ccc(OCC(=O)Nc2cccc3c2CCCC3)cc1	-0.7	-0.68	56.7
103	CCn1c(SCC(=O)Nc2ccccc2)nnc1-c1ccc(S(=O)(=O)N2CCOCC2)cc1	0.04	0.06	2.8
104	O=c1[nH]c(CN2CCN(S(=O)(=O)c3ccc4c(c3)OCCO4)CC2)nc2sc3c(c12)CCCC3	1.2	1.08	.
105	O=S(=O)(c1ccc(N2CCN(c3ccc(F)cc3)CC2)cc1)N1CCCC1	-0.82	-0.13	.
106	CCOc1ccc(C(=O)Nc2ccccc2N2CCCC2)cc1	-0.24	-0.51	2.6
107	CN1CCN(C(=O)C2(NC(=O)Nc3cccc(F)c3)CCCCC2)CC1	0.48	1.09	-58.6

Two neighbouring records already listed, quoted:
No.	SMILES	SDO1 yeast rescue	SDO1 yeast rescue Rescue 24 h	Insulin prom inh
106	CCOc1ccc(C(=O)Nc2ccccc2N2CCCC2)cc1	-0.24	-0.51	2.6
107	CN1CCN(C(=O)C2(NC(=O)Nc3cccc(F)c3)CCCCC2)CC1	0.48	1.09	-58.6
